# High-throughput results as filed in PubChem BioAssay.
# Keap1-Nrf2 PPI: Keap1-Nrf2 (human) interaction inhibition; Q14145; Keap1 Kelch-Nrf2 peptide fluorescence polarization, 1536-well; inhibition, % at 9.4 µM; 340,000 compounds, 0.15% hits; in the data active means inhibition above about 12%;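 further: human Keap1 Kelch domain with fluorescein labeled Nrf2 9mer peptide probe; 0% = neutral control wells and 100% = peptide positive control; higher means more block of Keap1 binding to Nrf2 peptide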
# Target sequence (Q14145 whole entry, looked up, the tested form may be a part): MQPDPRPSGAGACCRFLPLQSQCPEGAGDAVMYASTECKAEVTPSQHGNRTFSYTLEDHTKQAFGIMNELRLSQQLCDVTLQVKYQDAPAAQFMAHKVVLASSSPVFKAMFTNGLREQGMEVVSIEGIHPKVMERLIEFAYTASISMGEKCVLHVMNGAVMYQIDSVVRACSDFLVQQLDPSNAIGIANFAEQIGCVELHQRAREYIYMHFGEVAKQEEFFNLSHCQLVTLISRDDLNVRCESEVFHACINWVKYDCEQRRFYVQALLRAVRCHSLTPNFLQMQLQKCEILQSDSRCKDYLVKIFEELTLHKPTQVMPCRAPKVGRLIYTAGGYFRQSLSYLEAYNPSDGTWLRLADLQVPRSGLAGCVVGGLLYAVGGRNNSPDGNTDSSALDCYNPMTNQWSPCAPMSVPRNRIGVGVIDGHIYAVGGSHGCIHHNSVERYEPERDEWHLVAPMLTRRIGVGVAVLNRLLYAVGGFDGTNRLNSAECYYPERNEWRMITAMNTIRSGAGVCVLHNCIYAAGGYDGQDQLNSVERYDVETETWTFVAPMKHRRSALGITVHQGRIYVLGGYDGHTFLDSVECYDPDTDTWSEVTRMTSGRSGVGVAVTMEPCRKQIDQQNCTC
# NSD2 HMT inh: blocks human histone methyltransferase NSD2 | NSD2 peptide methylation, AlphaScreen, 120 min | inhibition, % at 12.5 µM | AID 743445 | O96028 | 310,000 compounds, 0.54% hits; in the data active means inhibition above about 50%
# PvdQ acylase: blocks Pseudomonas aeruginosa PvdQ acylase activity | purified PvdQ acylase, fluorescence plate reader | 340,000 compounds, 0.063% hits | inhibition, % at 10 µM; in the data active means inhibition above about 30%, passing the limit was not always enough;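 further: 0% = vehicle neutral wells and 100% = reference inhibitor wells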
# Arr AP2 block: blocks beta-arrestin peptide binding to AP2 adaptin. FITC-arrestin peptide / GST-AP2 beads, flow cytometry; AP2 beta2 appendage carries R879A mutation. inhibition, % at 10 µM. 340,000 compounds, 0.31% hits;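 active means inhibition above a set limit, near 3 SD of compounds lacking own fluorescence, cut at about 54% in these data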;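 further: plate controls were DMSO wells for no effect and 5 µM unlabelled arrestin peptide for full effect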
#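 System: GST-AP2 R879A glutathione beads. Medium: PBS with 0.05% Tween 20 and 0.1% BSA. Also added: FITC-arrestin peptide, 50 nM. Incubation: 12 min plus 1 h, RT. Measured by: high-throughput flow cytometry of beads, ex 488, em 535 nm. Evaluation: percent drop in bead-associated FITC signal.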
# RTF Ca sens inh: cardiac RTF calcium desensitization; inhibition, % at 7.15 µM; IANBD-labeled cardiac RTF, Ca2+ fluorescence; 340,000 compounds, 0.12% hits;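 active means inhibition above the mean inhibition of all tested compounds plus 3 SD, cut at about 17% in these data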;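 further: assay run at fixed EC70 calcium of 1.6 mM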
# SR-BI HDL uptake: inhibitors of mouse SR-BI mediated HDL lipid uptake. ldlA[mSR-BI] CHO cells, DiI-HDL uptake fluorescence, 3 h. 320,000 compounds, 0.96% hits. inhibition, % at 12.5 µM. Q61009;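 active means mean replicate inhibition of at least 70% and a set share of replicates each scoring 70 or more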;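 further: 0% = median of neutral control wells and 100% = median of positive control wells; values of inactives mirror those of a sister screen read the other way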
# PKA-R2B act: PKA-R2B complex activation. PKA-R2B holoenzyme dissociation, Cy5-IP20 fluorescence polarization; R2B truncated from residue 108, S112A mutant; 0% DMSO only, 100% 113 µM cGMP. activation, % at 11.4 µM. 340,000 compounds, 0.079% hits. P22694+P31323;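 active means activation above a cutoff set at the mean over all compounds plus 3 SD, cut at about 18% in these data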;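 further: higher means more holoenzyme dissociation and a rise in polarization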
# Target sequence (P31323 whole entry, looked up, other chains not shown, the tested form may be a part): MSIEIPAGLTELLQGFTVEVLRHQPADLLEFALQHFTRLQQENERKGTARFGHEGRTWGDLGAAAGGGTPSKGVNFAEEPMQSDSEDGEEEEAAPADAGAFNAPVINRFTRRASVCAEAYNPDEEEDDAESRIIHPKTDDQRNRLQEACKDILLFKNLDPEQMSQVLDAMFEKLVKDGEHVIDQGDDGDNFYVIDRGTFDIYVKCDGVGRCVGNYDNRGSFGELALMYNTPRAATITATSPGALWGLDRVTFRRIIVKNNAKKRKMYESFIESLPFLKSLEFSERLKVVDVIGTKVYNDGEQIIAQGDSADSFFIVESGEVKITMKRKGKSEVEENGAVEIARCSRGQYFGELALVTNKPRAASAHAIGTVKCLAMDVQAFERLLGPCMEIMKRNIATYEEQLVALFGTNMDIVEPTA
# SR-BI DiI-HDL act: activators of SR-BI mediated HDL lipid uptake | CHO ldlA[mSR-BI] cells, DiI-HDL uptake fluorescence, 3 h; 100 = double the neutral-control signal | activation, % at 12.5 µM | 320,000 compounds, 0.096% hits;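 active means mean replicate activation of at least 60% and every replicate at or above 60%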;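 further: 0% = median plate neutral-control signal and 100% = twice that signal; values of inactives mirror those of a sister screen read the other way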
#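 Assay system: CHO ldlA[mSR-BI] cells, LDL receptor-null, SR-BI overexpressing; medium: Ham's F12 with 0.5% BSA, HEPES 25 mM, pH 7.4; also added: DiI-HDL 10 µg/mL; timing: 3 h uptake period with compound, 37 °C; signal: DiI fluorescence, bottom read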
# DAGLB inh: blocks human DAGLB lipase activity | HEK293T DAGLB membrane lysate, EnzChek fluorogenic substrate | 340,000 compounds, 0.059% hits | inhibition, % at 5.17 µM | Q8NCG7; in the data active means inhibition above about 34%;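 further: 0% = enzyme with vehicle and 100% = wells lacking enzyme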
# LANA DNA inh: inhibitors of KSHV LANA C-terminal domain DNA binding. MBP-C-LANA/FAM-LBS DNA binding, fluorescence polarization. inhibition, % at 9 µM. 340,000 compounds, 0.078% hits;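 active means highest replicate inhibition at or above 60% at 9 µM, even if other replicates fall short; inactive means all replicates below 60% inhibition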;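 further: 0% = neutral control wells and 100% = 4 µM acridine orange control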
# An asterisk follows results filed as active; nt = no result given. No enrichment for hits; any-hit rate near 2.1%.
SMILES,Keap1-Nrf2 PPI,NSD2 HMT inh,PvdQ acylase,Arr AP2 block,RTF Ca sens inh,SR-BI HDL uptake,PKA-R2B act,SR-BI DiI-HDL act,DAGLB inh,LANA DNA inh
COc1ccc(CCNC(=O)CN2CCN(Cc3ccccc3F)C2=O)cc1OC,-3,-2,-12,-9,3,-8,0,8,0,-1.3
O=C1NCCN(Cc2cccc(Oc3ccccc3)c2)C1CC(=O)N1CCCCC1 (configuration not stated),-2,0,-2,-7,-7,-17,3,17,0,-0.2
CC(C)NC(=O)C1CCN(C2CCN(CC3CC=CCC3)CC2)CC1 (configuration not stated),-3,-1,-10,0,-1,-14,11,14,0,0.9
Cc1cccc(Cn2c(N3CCN(c4ccccc4)CC3)nc3c2c(=O)n(C)c(=O)n3C)c1,6,4,-3,-2,6,19,-6,-19,1,-0.5
CCOC(=O)C1=NNC2(CC(=O)N(c3cc(C)cc(C)c3)C2=O)C1 (configuration not stated),3,-1,2,4,-5,-22,-4,22,0,-0.6
COC(=O)c1cnc(N2CCOCC2)nc1C(F)(F)F,-5,21,11,11,0,8,1,-8,-7,0.2
CN(C(=O)COC(=O)c1ccc(-c2ccc(O)cc2)cc1)C1CCS(=O)(=O)C1 (configuration not stated),3,nt,7,0,-14,nt,-15,nt,3,0.3
CCC1CCCCN1C(=O)N[C@@H](Cc1ccccc1)C(=O)O (some centres not stated),4,-1,-6,1,-15,-18,-2,18,-3,0.0
CCc1nnc(SCC(=O)N2CCCc3ccccc32)nc1CC,-3,2,7,-8,12,19,-3,-19,-3,-0.8
COCCN(CCOC)S(=O)(=O)c1ccc(/C(O)=C(\C#N)c2nc3ccccc3[nH]2)cc1,-3,-3,-5,15,-14,-34,5,34,5,0.4
CC(C)(C)NC(=O)C(c1ccco1)N(C(=O)c1ccc(CN2CCOCC2)o1)c1ccccc1 (configuration not stated),-3,0,7,-5,-2,-11,-3,11,1,0.5
O=C(O)c1ccc(-c2sc(Nc3ccccc3)n[n+]2-c2ccccc2)cc1,1,nt,0,-9,-19,-17,1,17,-6,-3.3
CCOC(=O)/C(C#N)=C/c1cn(CCC(=O)O)nc1-c1ccc(F)cc1,1,-18,-14,-13,0,3,-6,-3,1,-0.2
Cc1ccc(Nc2c([N+](=O)[O-])cc(C(=O)N3CC(=O)Nc4ccccc43)cc2[N+](=O)[O-])c(C)c1,-2,12,-10,1,-11,75*,0,-75,27,1.7
N#CCSc1nnc(Cc2cccc3ccccc23)n1C1CCCCC1,-3,4,-16,-6,-2,2,-6,-2,-1,-1.5
c1ccc(OCc2nc(-c3ccccc3)no2)cc1,-3,-1,-5,2,-2,15,-6,-15,-9,-2.3
O=C(Cc1ccccc1[N+](=O)[O-])Nc1cccc(S(=O)(=O)NC2=NCCCCC2)c1,-3,-2,-20,-10,12,-5,-11,5,-3,-1.0
CCOCC(=O)Nc1ccc(S(=O)(=O)Nc2ncccn2)cc1,-5,3,-20,-3,-11,-29,-1,29,0,1.4
Cc1ccc(C2CCN(C(=S)Nc3cccc(C)c3)C2)cc1 (configuration not stated),2,nt,4,19,-1,nt,-5,nt,-8,-0.4
COc1ccc(CN(C#N)c2nc(SC)nc(N(C)C)n2)cc1,-1,-1,-6,17,1,13,-4,-13,-6,-1.3
CC(=O)c1ccc(NC(=O)CSc2ccc(-c3sc(C)nc3C)nn2)cc1,-3,-3,-8,3,1,6,3,-6,-3,1.4
Cn1ncc(N2CCN(C(=O)c3ccc(Cl)cc3)CC2)c(Cl)c1=O,-3,-26,-6,6,-7,-8,-11,8,0,-1.3
COc1cc(O)c(C(C)=O)c2c1C=CC(C)(C)O2,-3,nt,2,3,-3,12,-5,-12,-6,-1.9
N#Cc1c(-c2ccccc2)c(-c2ccccc2)nn(CC(=O)NNC(=O)Nc2ccc(Cl)c(Cl)c2)c1=O,1,0,-10,-1,6,47,-1,-47,7,1.1
C/C(=N/NC(=O)CNC(=O)c1ccncc1)c1ccc(Cl)cc1,-3,-9,-11,-8,-2,10,8,-10,1,-0.3

# A draw from above in order of length of the SMILES, smallest number first:
SMILES,Keap1-Nrf2 PPI,NSD2 HMT inh,PvdQ acylase,Arr AP2 block,RTF Ca sens inh,SR-BI HDL uptake,PKA-R2B act,SR-BI DiI-HDL act,DAGLB inh,LANA DNA inh
N#CCSc1nnc(Cc2cccc3ccccc23)n1C1CCCCC1,-3,4,-16,-6,-2,2,-6,-2,-1,-1.5
COc1ccc(CCNC(=O)CN2CCN(Cc3ccccc3F)C2=O)cc1OC,-3,-2,-12,-9,3,-8,0,8,0,-1.3
CCOC(=O)C1=NNC2(CC(=O)N(c3cc(C)cc(C)c3)C2=O)C1 (configuration not stated),3,-1,2,4,-5,-22,-4,22,0,-0.6
Cc1ccc(Nc2c([N+](=O)[O-])cc(C(=O)N3CC(=O)Nc4ccccc43)cc2[N+](=O)[O-])c(C)c1,-2,12,-10,1,-11,75*,0,-75,27,1.7

# Other records
SMILES,Keap1-Nrf2 PPI,NSD2 HMT inh,PvdQ acylase,Arr AP2 block,RTF Ca sens inh,SR-BI HDL uptake,PKA-R2B act,SR-BI DiI-HDL act,DAGLB inh,LANA DNA inh
CCc1ccc2[nH]c(=O)c(CN(CCO)C(=O)NCc3ccccc3)cc2c1,-4,-6,-5,-3,6,-14,-5,14,6,0.4
Cc1c(NC(=O)c2ccc3c(c2)C(=O)N(CC2CCCO2)C3=O)cccc1C(=O)O (configuration not stated),-1,-2,-13,-5,-16,21,-2,-21,1,-0.3
CCCCOC(=O)CNc1n[nH]c(=S)[nH]c1=O,1,1,-6,-4,-8,-8,-6,8,1,2.3
O=C(N/N=C/c1cc(Br)c(Br)o1)c1cc2ccccc2o1,-1,-8,-16,-4,-7,2,-5,-2,-18,-0.7
Cc1ccc(Cl)cc1N1CCN(C(=O)C2CCC(=O)N(C3CCCCCC3)C2)CC1 (configuration not stated),6,1,10,6,-8,18,10,-18,3,0.4
CCC(=O)Nc1cccc(NC(=O)c2ccc(C)c([N+](=O)[O-])c2)c1,3,1,-14,0,-3,56,0,-56,-3,-0.3
COc1ccc(NS(=O)(=O)c2cc(NC(=O)c3cncc(Br)c3)ccc2OC)cc1,2,-1,3,18,-11,-18,-2,18,2,-0.6
O=C(O)CCc1ccc(S(=O)(=O)Nc2cc(C(F)(F)F)ccc2N2CCCC2)cc1,-10,2,-9,-2,-9,-14,1,14,1,5.5
O=C(NCC(O)c1ccc([N+](=O)[O-])cc1)c1cccc(S(=O)(=O)N2CCCC2)c1 (configuration not stated),0,-2,-2,8,3,21,-1,-21,-2,-0.6
O=C(CN1C(=O)c2ccc([N+](=O)[O-])cc2C1=O)Nc1cc(S(=O)(=O)N2CCOCC2)ccc1Cl,-7,-1,-17,5,4,14,-5,-14,-3,-0.7
CC(C)CC(=O)Nc1ccccc1N1CCOCC1,-2,nt,-5,2,-6,5,-11,-5,-3,0.2
Cc1ccc(-c2nc3ccccc3o2)cc1NC(=S)NC(=O)/C=C/c1ccco1,-3,1,3,22,0,46,7,-46,-3,-0.8
Nc1c(C(=O)N2CCCC2)sc2nc(-c3ccccc3)ccc12,-1,-7,3,-4,-5,31,5,-31,-9,1.9
CCSc1nnc(C)c(=O)n1COC(=O)c1ccc(S(=O)(=O)N2CCCC2)cc1,8,-2,6,-7,-13,-5,4,5,3,2.2
C/C(=N\Nc1nc(C(C)(C)C)cs1)c1ccccc1,2,4,-2,4,0,9,-10,-9,-3,-1.7
Cc1cc(-c2nnc(SCC(=O)Nc3cccc(C)c3C)n2N)n[nH]1,-1,-1,-12,2,-11,5,-3,-5,-4,-1.1
COc1ccc(CCNC(=S)Nc2ccc(OC)cc2)cc1,-2,-2,-9,7,-20,-20,-4,20,-7,-0.7
Cc1cc2nc(C3CCN(CC4COc5ccccc5O4)CC3)[nH]c2cc1C (configuration not stated),-3,nt,-10,-4,-6,-11,-4,11,-1,0.3
NC(=O)NCCC1=CCCCC1,0,-1,-3,17,8,-93,3,93*,1,-0.1
COc1ccc([N+](=O)[O-])cc1N(CC(=O)N1CCCCC1)S(C)(=O)=O,-3,-4,2,-3,-10,-19,-13,19,0,-0.6
O=C(NCc1ccccc1)c1ccc(COCC(F)(F)F)o1,-4,0,-24,7,-2,-7,-2,7,-6,2.0
COc1ccc(-c2cc(C(=O)N3CCN(c4ccccc4)CC3)no2)cc1,-5,-4,-16,-7,-3,-3,-9,3,0,3.3
COCCn1c(C)cc(/C=N/NC(=O)c2cccnc2)c1C,3,0,4,5,1,-14,6,14,-3,0.1
COCCCn1c(=N)c(C(=O)NC2CCCCC2)cc2c(=O)n3ccccc3nc21,1,-2,-48,-5,-9,28,-6,-28,2,-0.8
CC(=O)N(C)c1nc(-c2ccc(Cl)cc2)cs1,-1,-2,-6,0,5,1,-5,-1,-6,-0.5
# (continued)
SMILES,Keap1-Nrf2 PPI,NSD2 HMT inh,PvdQ acylase,Arr AP2 block,RTF Ca sens inh,SR-BI HDL uptake,PKA-R2B act,SR-BI DiI-HDL act,DAGLB inh,LANA DNA inh
CC(=O)NC1=NN(C(C)=O)C(C)(CS(=O)(=O)c2ccc(C)c(C)c2)S1 (configuration not stated),6,-3,1,-7,-6,8,-1,-8,1,1.5
O=C(NCc1ccco1)c1cc(S(=O)(=O)N2CCOCC2)ccc1Cl,-6,0,-1,0,-1,1,-11,-1,2,0.6
COc1cc(CN2CCCC(CO)(Cc3ccccc3F)C2)ccc1O (configuration not stated),-2,0,-11,6,-1,-25,10,25,-1,-0.7
Cc1cc2c(cc1C)/C(=C\C(N)=O)NC(C)(C)C2,-2,1,-6,-3,-6,17,-4,-17,-3,0.9
COc1ccc(C(=O)NC(=S)Nc2ccccc2N2CCOCC2)cc1Br,2,0,-2,10,2,55,9,-55,-13,1.9
COc1ccc(C)cc1NC(=O)CSc1nc2scc(C)c2c(=O)[nH]1,-3,1,1,25,-6,-6,9,6,7,-0.3
Cc1ccc(OC(=O)CN2C(=O)c3ccccc3C2=O)cc1C,0,-3,-13,4,-8,3,-2,-3,-4,1.2
Cc1ccc(C(=O)N2N=C(c3ccc(Br)cc3)CC2c2ccccc2O)cc1 (configuration not stated),-6,-2,0,-13,-8,58,-3,-58,-6,-2.1
Cc1ccc(S(=O)(=O)NC(C)C(c2cccs2)N2CCOCC2)cc1 (configuration not stated),-1,nt,-4,11,-12,-5,-1,5,1,0.3
COc1ccccc1N1CCN(S(=O)(=O)c2cnc[nH]2)CC1,1,nt,-13,-1,-9,-48,0,48,-5,-0.2
Cc1cc(C)n2c(SCC(O)=C(C#N)c3nc4ccccc4[nH]3)nnc2n1,-2,2,0,43,-3,-13,-8,13,1,2.0
COc1cc(Cl)c(C)cc1NC(=O)COc1cc(C)nc(C(C)C)n1,0,-9,4,37,-13,29,-2,-29,-2,-1.3
Cc1cc(C(=O)COC(=O)c2nc3nccc(C)n3n2)c(C)n1CC1CCCO1 (configuration not stated),-2,-2,-14,10,-8,-2,-1,2,-1,0.9
